ER stress death = ER stress cell death inhibition | CSM14.1 thapsigargin ER stress survival, ATP luminescence | relative survival (cellular ATP), % at 15 µg/mL (by protocol) | actives 0.33% (n = 48,000);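 active means survival measured by cellular ATP above 50% at 15 µg/ml in the first screen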;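 further: cell death triggered by about 15 µM thapsigargin; ATP read 24 h after thapsigargin was added; plate controls were thapsigargin with DMSO for no effect and DMSO without thapsigargin for full effect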
Active calls of the source: *.

SMILES | ER stress death
CCOc1ccc(NC(=O)c2cc(-c3ccc(OC)c(OC)c3)nc3ccccc23)cc1 | -4
O=C1NN(c2ccccc2)C(=O)/C1=C\C=C\c1ccccc1 | 0
CCOc1ccc(/C=C2\C(=O)NC(=S)N(c3ccc(C)cc3)C2=O)cc1Cl | 0
CC(=O)Nc1ccc(S(=O)(=O)NNC(=O)c2ccc(-c3ccccc3)cc2)cc1 | 4
O=C(Nc1cccc(C(F)(F)F)c1)/C(=C/c1cccnc1)NC(=O)c1cccc(Br)c1 | 4
COC(=O)C1=C(C)N=c2s/c(=C\c3cccc(Br)c3)c(=O)n2C1c1ccccc1 (stereo not drawn) | 10
O=C1C(=O)N(Cc2cccnc2)C(c2ccc(Cl)cc2)/C1=C(\O)c1ccccc1 (stereo not drawn) | 3
CC(C)CCCC(C)CCOC(=O)CN1CCCC1 (stereo not drawn) | 1
O=C(CCCOc1ccc(Cl)c(Cl)c1)Nc1cccc2ccccc12 | 9
COCCCNC(=O)COc1ccc(C)cc1 | -12
CCOC(=O)c1c(C)[nH]c(C=Nc2ccccc2)c1O | 5
O=C1C(=O)N(c2cccc(C(F)(F)F)c2)C(c2ccccc2[N+](=O)[O-])/C1=C(/O)c1ccccc1 (stereo not drawn) | 4
COc1ccc(-n2c(/C=C3/C(=O)N(C)c4ccc(C)cc43)nc3ccccc3c2=O)cc1 | -16
CC1=C(C(=O)OCCOc2ccccc2)C(c2ccccc2[N+](=O)[O-])C2=C(CCCC2=O)N1 (stereo not drawn) | -5
COc1cc(NC(=O)c2cc3n(n2)C(C(F)(F)F)CC(c2ccc(Cl)cc2)N3)cc(OC)c1OC (stereo not drawn) | 2
O=C(NC(NC(=O)c1ccccc1)c1cccc([N+](=O)[O-])c1)c1ccccc1 | 9
COc1ccc(/C(O)=C/c2nc3ccccc3oc2=O)cc1 | 14
Cc1nn(C(=O)c2ccccc2)c(C)c1Sc1ccc([N+](=O)[O-])cc1 | 19
COc1ccc(NC(=O)c2ccccc2[N+](=O)[O-])c(OC)c1 | 8
O=C(CSc1ccccn1)OCC(=O)c1ccc(Br)cc1 | 6
CC(C)(CO)NC(=O)CC12CC3CC(CC(C3)C1)C2 | 9
O=C1CCCC(=O)C1c1cc(NS(=O)(=O)c2ccccc2)ccc1NS(=O)(=O)c1ccccc1 | 4
CC1=NN(c2ccc(S(N)(=O)=O)cc2)C(=O)/C1=C\c1ccc2c(c1)OCO2 | -2
CCc1ccc(N2CC(C(=O)NCc3ccc(C)cc3)CC2=O)cc1 (stereo not drawn) | 8

As a short view, 4 of the compounds above.
SMILES | ER stress death
CC(C)(CO)NC(=O)CC12CC3CC(CC(C3)C1)C2 | 9
O=C1CCCC(=O)C1c1cc(NS(=O)(=O)c2ccccc2)ccc1NS(=O)(=O)c1ccccc1 | 4
CC1=NN(c2ccc(S(N)(=O)=O)cc2)C(=O)/C1=C\c1ccc2c(c1)OCO2 | -2
CCc1ccc(N2CC(C(=O)NCc3ccc(C)cc3)CC2=O)cc1 (stereo not drawn) | 8

More structures:
SMILES | ER stress death
S=C(Nc1ccc2nccnc2c1)N1CCOCC1 | 5
O=c1[nH]c(-c2ccc(O)c([N+](=O)[O-])c2)nc2sc3c(c12)CCCC3 | 2
CCOc1ccccc1C1C(C(=O)Nc2ccccc2OC)=C(C)NC2=C1C(=O)CC(C)(C)C2 (stereo not drawn) | 19
CC(=O)Nc1c(C)cc(C2(c3cc(C)c(NC(C)=O)c(C)c3)CCCCC2)cc1C | 1
Cc1oc2c(cc(O)c3ccccc32)c1C(=O)c1ccc(Cl)cc1 | -10
COc1ccc(-c2nnc(OC)c3ccccc23)cc1 | -3
CC1=NN(c2ccc(C)c(C)c2)C(=O)/C1=C\c1ccc(N(C)C)cc1 | 7
CC(=O)c1ccc(N(C(C)=O)C2=C(NCCO)C(=O)c3ccccc3C2=O)cc1 | -6
COc1ccc(Cl)cc1C(=O)Nc1cccc(F)c1 | 6
O=C(O)COc1ccccc1/C=N/N1CCN(C(c2ccccc2)c2ccccc2)CC1 | 0
Cc1ccc(-n2c(-c3ccccc3F)nc3c(cnn3-c3ccccc3)c2=O)cc1 | 6
CCOC(=O)C1C(=O)C=C(/C=C/c2ccccc2)CC1c1ccc(Cl)cc1 (stereo not drawn) | 6
Cc1ccc(OCC(=O)Nc2cc([N+](=O)[O-])ccc2Cl)c(Br)c1 | 0
COc1cccc(NC(=O)CN(c2ccc(C)cc2)S(=O)(=O)c2ccc(SC)cc2)c1 | 11
O=P(O)(Oc1ccc(Cl)cc1)Oc1ccccc1F | -4
CCOC(=O)c1c(-c2cc(C)ccc2C)csc1NC(=O)c1c(F)cccc1F | 0
COc1ccc2c(c1)CCC/C2=N\OC(=O)c1ccccc1F | 8
Cc1cc(OCC(=O)Nc2ccccc2C(N)=O)cc(C)c1Cl | 3
CCOC(=O)C1=C(C)N=c2s/c(=C\c3ccco3)c(=O)n2C1c1cccc(OC)c1 (stereo not drawn) | -12
C=CCc1cccc(/C=N/c2ncccc2O)c1O | 20
CCOc1ccc(N2C(=O)CC(SC(=NCCCO)Nc3ccccc3)C2=O)cc1 (stereo not drawn) | 4
O=C(CSc1nnc(-c2ccco2)n1-c1ccccc1)NCCOc1ccccc1 | 11
O=C1CC2c3ccccc3C1C1C(=O)N(CC34CC5CC(CC(C5)C3)C4)C(=O)C21 (stereo not drawn) | -4
CC(=O)c1cc(C(=O)CC(=O)Nc2ccc([N+](=O)[O-])cc2)sc1Nc1ccccc1 | 9
CCNC(=O)C(=O)Nc1ccc(OCC)cc1 | 1
Cc1ccc(S(=O)(=O)N(CC(O)CN2CCCCC2)c2cccc3ccccc23)cc1 (stereo not drawn) | -7
COc1ccc2c(c1OC)C(=O)N1N=C(c3ccc(I)cc3)CC21 (stereo not drawn) | 8
Cc1ccc(C)c(NC(=O)CN(c2cc(Cl)cc(Cl)c2)S(C)(=O)=O)c1 | 2
CC(C)(C)c1ccc(C(=O)N/N=C/c2ccc(O)cc2)cc1 | -3
CCCCCOC(=O)CSc1nnc(-c2ccccc2)o1 | 0
CSc1nnc2c(n1)OC(c1ccncc1)Nc1ccccc1-2 (stereo not drawn) | 20
COc1ccc(CN2CCN(Cc3cccc([N+](=O)[O-])c3)CC2)c(OC)c1 | -2
COc1ccc(-c2nnc(-c3sc4ccccc4c3Cl)o2)cc1 | 4
O=C(CN1CCOCC1)Nc1ccc(-c2nc3ccccc3[nH]2)cc1 | 0
OC(COC1CCCCC1)Cn1c2ccccc2c2ccccc21 (stereo not drawn) | 6
CCN(CC)c1ccc(C=Nc2ccc(S(N)(=O)=O)cc2)cc1 | 3
CCCOc1ccc(Cl)cc1/C=C(/C#N)c1nc2ccc(C)cc2[nH]1 | 12
Cc1c(NC(=O)C(c2ccccc2)c2ccccc2)cccc1[N+](=O)[O-] | 4
CC(C)C(=O)Nc1cc(C(F)(F)F)cc(C(F)(F)F)c1 | 1
CCSc1nc2c(C)c(O)c(C)cc2[nH]1 | 3
Fc1ccc(NC(=S)Nc2ccccn2)cc1 | 1
CC1=C(C(=O)OCC2CCCO2)C(c2cccs2)C2=C(CC(C)(C)CC2=O)N1 (stereo not drawn) | 3
CCCCSc1nnc2c(n1)OC1(Nc3ccccc3-2)C(=O)Nc2ccc(F)cc21 (stereo not drawn) | 0
O=C(/C=C/c1ccc(F)cc1)NC(=S)NCc1ccco1 | -3
Cc1cc(Cl)ccc1NC(=O)COc1cc(C)c(Cl)c(C)c1 | -1
CC1(C)C(c2ccccc2)=NC(c2ccccc2F)=[N+]1[O-] | 7
COc1ccc(-c2nc3ccccc3c(=O)n2-c2nc3ccccc3n2C)cc1 | -5
COc1ccc(/C=C2/SC(=S)N(c3cccc(Cl)c3)C2=O)cc1 | 3
O=C(CSc1nc(O)c(C(c2ccccc2)c2ccccc2)c(=O)[nH]1)N1CCOCC1 | 9
NS(=O)(=O)c1ccc(NC(=O)/C(=C\c2ccc(Br)cc2)NC(=O)c2ccccc2)cc1 | 2
Cc1cccc(OC(=O)COc2ccc(Cl)cc2Cl)c1 | 2
Cc1c(NC(=S)NC(NC(=O)c2ccccc2Cl)C(Cl)(Cl)Cl)c(=O)n(-c2ccccc2)n1C (stereo not drawn) | 2
OC(COc1ccc(C23CC4CC(CC(C4)C2)C3)cc1)CN1CCN(c2ccc(F)cc2)CC1 (stereo not drawn) | -1
CCOc1ccccc1NC1=C(Cl)C(=O)N(c2ccc(Cl)cc2)C1=O | -2
COc1ccc(Nc2cc(C)nc(-c3ccccc3O)n2)cc1 | 3
Cc1ccccc1OCCNC(=O)c1cccc2ccccc12 | 7
CCOc1ccc(C2/C(=C(\O)c3ccccc3)C(=O)C(=O)N2CCOC)cc1 (stereo not drawn) | 1
COc1ccc(S(=O)(=O)n2cnc3ccccc32)cc1[N+](=O)[O-] | 2
CCOP(=O)(CN(C)S(=O)(=O)c1ccc(Br)cc1)OCC | -5
CC(C)CNC(=O)c1cccc(NC(=O)c2ccccc2-c2ccccc2C(=O)O)c1 | -4
Next part
SMILES | ER stress death
O=C(CCN1C(=O)/C(=C\c2ccc(Cl)cc2)SC1=S)Nc1ccccc1C(=O)O | 1
O=C(Nc1ccc2c(c1)OCCO2)c1cccnc1 | -2
CCOC(=O)CSc1nc2c(c(=O)n(C)c(=O)n2C)n1C | -4
CCN(CC)c1ccc(NC(=O)c2ccc3ccccc3n2)cc1 | 9
COc1cccc(C(=O)OC2CC(C)N(C)CC2C)c1 (stereo not drawn) | -2
CC1(C)SSC(=O)C1NC(=O)c1ccccc1 (stereo not drawn) | 1
CC(=O)Oc1ccc(N2C(=O)C3C4C=CC(C4=C(C)C)C3C2=O)cc1 (stereo not drawn) | 7
O=C(c1ccc(Cl)cc1Cl)N1CCN(c2ccccn2)CC1 | 4
Cc1cc(OCC(=O)Nc2ccc(Cl)c(-c3nc4ncccc4o3)c2)cc(C)c1Cl | 9
CC(=O)Nc1ccc(S(=O)(=O)NCc2ccccc2)cc1 | 0
CCOc1ccccc1C(=O)NCCc1nc2ccccc2[nH]1 | 4
Cc1ccc(S(=O)(=O)Nc2ccc(N3CCOCC3)cc2)cc1[N+](=O)[O-] | 2
O=C(O)CCCCCN1C(=O)C(=O)/C(=C(/O)c2ccc([N+](=O)[O-])cc2)C1c1ccc2c(c1)OCO2 (stereo not drawn) | 2
CCOC(=O)CSc1nc2sc3c(c2c(=O)[nH]1)CC(C)(C)OC3 | 8
COc1ccc(/C=C2\SC(=Nc3ccc(C)cc3)N(c3ccc(C)cc3)C2=O)cc1C(=O)O | 8
CC(C)(C)C1(O)CC(C(F)(F)F)=NN1C(=O)c1ccc([N+](=O)[O-])cc1 (stereo not drawn) | 0
O=C(COc1ccc2ccccc2c1)NCc1ccccn1 | 2
CCOC(=O)c1ccc(NC(=O)c2cc(Cl)c(OC)c(Cl)c2)cc1 | 0
Fc1ccc(OCCCN2CCOCC2)cc1 | 9
CCOC(=O)c1[nH]cnc1C(=O)Nc1ccc(Br)cc1 | 8
COc1ccc(NC(=O)CC(c2ccccc2)c2ccccc2)c(OC)c1 | 11
Cc1ccc(-c2cc(C(=O)N/N=C/c3cccc([N+](=O)[O-])c3)[nH]n2)cc1 | 10
O=C(COc1ccc(Br)cc1)Nc1ccc(Cl)cc1 | 4
CC1CCN(C(=O)c2ccc(Cl)cc2)CC1 | 4

Reformatted with each value named: part of the list above.
> O=C(O)CCCCCN1C(=O)C(=O)/C(=C(/O)c2ccc([N+](=O)[O-])cc2)C1c1ccc2c(c1)OCO2 (stereo not drawn)
- ER stress death: 2
> CCOC(=O)CSc1nc2sc3c(c2c(=O)[nH]1)CC(C)(C)OC3
- ER stress death: 8
> COc1ccc(/C=C2\SC(=Nc3ccc(C)cc3)N(c3ccc(C)cc3)C2=O)cc1C(=O)O
- ER stress death: 8
> CC(C)(C)C1(O)CC(C(F)(F)F)=NN1C(=O)c1ccc([N+](=O)[O-])cc1 (stereo not drawn)
- ER stress death: 0

Additional entries follow.
SMILES | ER stress death
Cc1ccc(CSCCNC(=O)c2ccc(OC3CSC3)cc2)cc1 | -1
CCN1C(=O)/C(=C\c2ccccc2C)SC1=S | 10
Clc1ccccc1CN1CCN(Cc2c[nH]c3ccccc23)CC1 | -5
COc1ccccc1CNC(=O)N1CCOCC1 | 2
COc1ccc(-c2cc(=O)n3[nH]c(-c4ccccc4)cc3n2)cc1 | 1
CC(C)CN1C(=O)/C(=C/c2ccc(Cl)c(Cl)c2)SC1=S | 2
CCN(CC)S(=O)(=O)c1cccc(C(=O)Oc2ccc([N+](=O)[O-])cc2)c1 | 12
COc1ccc(Cl)cc1NC(=O)Cc1ccc(Br)cc1 | 6
C=CCN1C(=O)C(=O)c2cc(Br)ccc21 | -2
COc1ccc(/C=C2\C(=O)NC(=O)N(c3cccc(Br)c3)C2=O)cc1OC | -2
COc1ccc2oc(=O)c(C(=O)Nc3c(C)n(C)n(-c4ccccc4)c3=O)cc2c1 | 11
NC(=O)SCC(=O)Nc1cccc(O)c1 | 4
COc1ccc(C2CC(=O)C3=C(C2)Nc2ccccc2NC3c2cccs2)cc1OC (stereo not drawn) | 6
O=S(=O)(NCc1cccnc1)c1ccc(Cl)c(Cl)c1 | 11
O=C(Nc1scc(-c2cccs2)c1C(=O)O)c1ccccc1I | -3

Not all compounds are listed; count on the stated rates, not on these rows.
